Assay outcomes: PubChem BioAssay, several laboratories
IDE inh = inhibitors of human insulin-degrading enzyme in cells; HEK cells, FAbetaB cleavage, fluorescence polarization; inhibition, % at 5.59 µM; 0.41% of 320,000 active; AID 434962;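 active = percent inhibition above the average of all tested compounds plus 3 SD, set per screening campaign, cut at about 16% in these data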;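 note: IDE supplied by intact live HEK cells; FP after avidin binding of uncleaved biotin substrate so inhibition keeps polarization high; 0% = DMSO wells and 100% = 60 µM reference IDE inhibitor Ii1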
NALP1 inh = inhibitors of NALP1 inflammasome in yeast; S. cerevisiae NALP1/ASC/caspase-1 growth, X-gal OD620, 72 h; inhibition, % at 10 µM; 0.61% of 280,000 active; AID 2071; in the data active = inhibition mostly above about 24%, no sharp cut-off; inactive = mostly below about 32%; note: some compounds called inactive have numbers as strong as hits
PfM18AAP inh = PfM18AAP enzyme inhibition; recombinant PfM18AAP, H-Glu-NHMec fluorogenic cleavage; inhibition, % at 7.35 µM; 1.2% of 290,000 active; AID 1822;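 active = inhibition above the campaign mean inhibition over all tested compounds plus 3 SD, cut at about 28% in these data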;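 note: 0% = plate median of test compound wells and 100% = 2 mM ZnCl2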
VIM-2 inh = blocks Pseudomonas aeruginosa VIM-2 metallo-beta-lactamase | purified VIM-2, nitrocefin hydrolysis, epi-absorbance fluorescence | inhibition, % at 5.6 µM | 0.89% of 290,000 active;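 active = inhibition above the mean of all tested compounds plus 3 SD, cutoff set per screening run, cut at about 7.5% in these data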;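 note: red hydrolysis product quenches plate fluorescence so inhibitors raise well fluorescence; 0% = enzyme with DMSO and 100% = DMSO without enzyme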
pCIP destab = p/CIP protein destabilization. Q05BA5. F442A p/CIP-EGFP cells, EGFP fluorescence, 16 h. decrease of EGFP signal, % at 10 µM. 0.01% of 290,000 active. AID 1984;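 active = EGFP signal decrease of at least 30% at 10 µM or well 3 SD below plate mean, unless failing retest; inactive = the rest, including hits failing retest or dose response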; note: some compounds called inactive have numbers as strong as hits; many of its hits are not listed in these tables
IMP-1 inh = blocks Pseudomonas aeruginosa IMP-1 metallo-beta-lactamase | purified IMP-1, nitrocefin hydrolysis, epi-absorbance fluorescence | inhibition, % at 5.6 µM | 0.45% of 290,000 active;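 active = inhibition above the mean plus 3 SD of all compounds in the same screening run, cut at about 4.5% in these data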;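 note: 0% = IMP-1 with DMSO and 100% = DMSO wells lacking enzyme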
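System: purified IMP-1 / Input: IMP-1 dispensed at 0.2 nM / Medium: 50 mM HEPES pH 7.1, 50 µM ZnSO4, 0.05% Brij 35 / Timing: 15 min enzyme–compound preincubation, then 25 min nitrocefin reaction, 25 °C / Technique: plate fluorescence quenching by hydrolysis product, ex 480/em 530 nm / Repeats: singlicate testing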
IDE cell activ = boosts human insulin-degrading enzyme activity in HEK cells. FAbeta-B cleavage, fluorescence polarization; 0% vehicle, 100% cell-free pure enzyme wells. activation, % at 5.96 µM. 0.073% of 340,000 active. AID 493087;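 active = activation above the mean of all tested compounds plus 3 SD, set per screening campaign, cut at about 17% in these data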
GPR7 antagonist = blocks human GPR7 receptor signaling. GPR7-expressing cells, fluorescence antagonist assay. inhibition, % at 4.4 µM. 1.1% of 290,000 active. AID 1861; in the data active = inhibition above about 16%, passing the limit was not always enough;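 note: cells stimulated with the agonist NPW; 0% = agonist with vehicle and 100% = vehicle without agonist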
Target sequence (P48145 whole entry, looked up): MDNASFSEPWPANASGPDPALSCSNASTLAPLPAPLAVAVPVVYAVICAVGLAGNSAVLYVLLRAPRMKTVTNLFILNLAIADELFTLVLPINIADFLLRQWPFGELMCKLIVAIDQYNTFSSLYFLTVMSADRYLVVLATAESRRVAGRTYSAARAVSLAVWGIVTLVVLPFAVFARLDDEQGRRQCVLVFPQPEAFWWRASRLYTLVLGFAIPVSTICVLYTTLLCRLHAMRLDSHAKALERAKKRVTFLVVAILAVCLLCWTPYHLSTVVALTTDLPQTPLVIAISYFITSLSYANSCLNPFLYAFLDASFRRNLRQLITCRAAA
PHOSPHO1 inh = inhibitors of human PHOSPHO1 phosphatase. inhibition, % at 13.3 µM. AID 1565. Q8TCT1. recombinant PHOSPHO1, absorbance phosphatase assay. 1.1% of 290,000 active; in the data active = inhibition above about 60%
Target sequence (Q8TCT1 whole entry, looked up): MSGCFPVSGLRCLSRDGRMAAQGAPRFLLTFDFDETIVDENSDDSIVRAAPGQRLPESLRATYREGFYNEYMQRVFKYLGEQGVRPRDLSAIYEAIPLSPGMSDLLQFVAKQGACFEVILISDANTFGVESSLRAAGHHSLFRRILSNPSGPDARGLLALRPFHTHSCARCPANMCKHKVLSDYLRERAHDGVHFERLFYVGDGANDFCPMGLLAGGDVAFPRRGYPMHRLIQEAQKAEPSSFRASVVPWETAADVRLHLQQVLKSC
Starred values were filed as active, the others as inactive; . = no result given. This is a random part of the collection. About 5.3% of those tested had a hit in this group.

1. O=C(O)CCn1c(Cc2ccccc2)nc2ccccc21
2. CCOc1ccccc1NC(=O)COC(=O)CC(C)(C)CC1=NS(=O)(=O)c2ccccc2N1
3. CC(=O)NNC(=O)CCn1nnc(-c2ccc(Cl)cc2)n1
4. CCOC(=O)C1CCN(C(=S)Nc2ccc(C)cc2)CC1
5. c1ccc(CC2CCCNC2)cc1 (stereo not drawn)
6. Cc1cc(NC(=O)CSc2nc3ccccc3s2)no1
7. CC(=O)Nc1ccc(/C=N/Nc2ccc(C(=O)c3c(C)cc4ccccn34)cc2[N+](=O)[O-])cc1
8. COc1ccc(C(=O)CSc2nc3nc(C)cc(C)n3n2)cc1OC

screen / no.,1,2,3,4,5,6,7,8
IDE inh,-9,-4,2,8,2,0,2,-2
NALP1 inh,9,10,-4,1,3,11,.,9
PfM18AAP inh,-2,-7,4,2,-14,-6,1,4
VIM-2 inh,-1.0,-2.7,-3.3,-3.1,0.0,-3.0,1.1,0.0
pCIP destab,-4,-22,-7,-6,-6,-10,-5,12
IMP-1 inh,-1.9,-2.1,-3.0,-3.2,-3.3,-2.8,1.2,-3.1
IDE cell activ,-1,1,5,3,-3,-2,7,0
GPR7 antagonist,-6,-16,-8,-14,-7,0,18,-15
PHOSPHO1 inh,36,24,4,23,51,9,25,-6

9. CCc1c(C)nc(SCC(=O)N2CCN(c3ccccc3)CC2)[nH]c1=O
10. Cc1cccc(N2CCN(C(=O)c3cc(C)oc3C)CC2C)c1 (stereo not drawn)
11. COc1ccc(NC(=O)N2CCCC2)cc1OC
12. Cc1onc(-c2ccccc2)c1C(=O)Nc1cccc(OC(C)C)c1
13. Cc1nc(N2CCN(C(=O)c3ccco3)CC2)c2c3c(sc2n1)CCC3
14. Cc1cc(Cl)ccc1N=C1N=C(N)c2ccccc21
15. O=C(c1cncc(Br)c1)N1CCN(c2ccc(N3CCOCC3)nn2)CC1
16. Cn1c(-c2nonc2N)nc2ccccc21

screen / no.,9,10,11,12,13,14,15,16
IDE inh,0,8,-3,2,5,5,5,2
NALP1 inh,-7,33,-4,-1,5,14,5,29*
PfM18AAP inh,5,-4,5,-1,2,-9,-6,2
VIM-2 inh,-0.3,0.0,-2.0,-1.7,6.7,-0.1,-0.4,-1.5
pCIP destab,-2,2,5,11,-12,0,0,-11
IMP-1 inh,-4.2,-3.6,-1.8,3.9,-1.1,-4.1,-6.7,-3.7
IDE cell activ,2,-4,7,7,-2,-5,7,0
GPR7 antagonist,-4,2,-11,-9,-1,-2,-1,-9
PHOSPHO1 inh,24,-4,9,31,-4,-21,9,29

17. Cc1cc(C)c2c(N)c(C(=O)NN3CC(=O)N(c4ccccc4)CC3=O)sc2n1
18. CCOc1ccc(C(C(=O)NC2CCCCC2)N(CCOC)C(=O)c2snc(C(N)=O)c2N)cc1 (stereo not drawn)
19. CCOC(=O)C1CCN(CC(=O)Nc2ccc(OC)c(Cl)c2)CC1
20. O=C(Nc1cccc(-c2cccc(Cl)c2)c1)C1CCN(CC2CCOC2)CC1 (stereo not drawn)
21. COc1cc(C(=O)Nc2cccc(NC(=O)c3ccccc3)c2)cc(OC)c1OC
22. Cc1ccc2[nH]c(C(=O)O)c(NC(=O)c3ccccc3[N+](=O)[O-])c2c1
23. COCCCN1C(=O)C(=O)/C(=C(/O)c2ccc(OCC(C)C)cc2)C1c1cccnc1 (stereo not drawn)
24. CC(=O)N[C@@H](Cc1c[nH]c2ccccc12)C(=O)OCC(=O)Nc1ccc(Cl)c(S(=O)(=O)N(C)C)c1

screen / no.,17,18,19,20,21,22,23,24
IDE inh,2,4,-4,2,15,3,-5,1
NALP1 inh,13,16,6,12,-7,26,13,7
PfM18AAP inh,1,4,0,7,0,0,-11,7
VIM-2 inh,1.2,-2.0,1.1,-1.5,-0.8,-3.1,-1.1,0.6
pCIP destab,-14,0,3,-9,-4,-17,18,6
IMP-1 inh,-1.8,-2.8,-0.9,-2.1,-4.5,-3.5,-4.4,0.7
IDE cell activ,4,5,3,3,-10,-1,-2,7
GPR7 antagonist,-15,-17,8,20,-22,-5,-3,10
PHOSPHO1 inh,33,52,24,14,40,-7,19,28

25. CN(C(=O)c1ccno1)c1nnc(-c2ccccn2)s1
26. c1ccc(-c2csc(N3CCSCC3)n2)cc1
27. CCOc1cccc2cc(C(=O)N3CCc4ccccc43)c(=O)oc12
28. Nc1ccc2c(c1)Oc1ccccc1C=C2
29. CC(=O)C1=C(C)Nc2ncnn2C1c1ccc(Cl)cc1 (stereo not drawn)
30. COC(=O)c1cc(CSc2ncnc3sccc23)oc1C
31. Cc1ccc(C)c(NC(=S)Nc2ccc(S(=O)(=O)Nc3ncccn3)cc2)c1
32. COc1ccc(-c2noc(C3CCCN(C(=O)c4ccccc4OC)C3)n2)cc1 (stereo not drawn)

screen / no.,25,26,27,28,29,30,31,32
IDE inh,7,5,-1,1,0,10,2,.
NALP1 inh,.,-52,21,6,22,2,9,12
PfM18AAP inh,2,1,5,-11,1,2,2,-6
VIM-2 inh,-1.9,-3.1,-0.5,0.7,-2.6,-1.6,-2.8,-1.5
pCIP destab,.,4,-9,-1,-2,-16,2,-17
IMP-1 inh,-5.1,0.2,-3.2,-1.7,1.2,-3.2,-3.2,-2.1
IDE cell activ,2,-6,-3,1,0,-6,5,1
GPR7 antagonist,0,-9,7,5,-6,-8,-9,-20
PHOSPHO1 inh,.,49,29,44,22,2,-8,34

33. CCOC(=O)CNC(=O)Cn1c(C)cc2ccccc2c1=O
34. CCN1CCCC1CNC(=O)Cn1nc(C)n2c(cc3cc(C)ccc32)c1=O (stereo not drawn)
35. Nc1cccc(-c2nc3ccc(C(=O)c4ccccc4)cc3[nH]2)c1
36. CN([C@@H](C(=O)OC(C)(C)C)c1ccccc1)S(=O)(=O)c1cccc(S(=O)(=O)N(C)[C@@H](C(=O)OC(C)(C)C)c2ccccc2)c1
37. COc1ccc(CN2CCNC(=O)C2CC(=O)N(C)CCC2CCOCC2)c(OC)c1 (stereo not drawn)
38. CCOC(=O)N1CCN(C(=O)c2ccc3c(=O)n(CCC4=CCCCC4)c(=S)[nH]c3c2)CC1
39. C[C@@H](C(=O)NCC1CC1)[C@H]1C[C@]1(C)[C@H](NC(=O)OCc1ccccc1)c1ccccc1
40. CC(=O)OCCNC(=O)c1cc2ccccc2oc1=O

screen / no.,33,34,35,36,37,38,39,40
IDE inh,-1,2,-5,-2,-3,3,2,-4
NALP1 inh,-7,9,9,3,2,-10,24,20
PfM18AAP inh,-15,2,-2,-6,-1,-2,-6,10
VIM-2 inh,-0.2,2.2,0.5,-1.0,-1.3,-3.4,0.0,-2.0
pCIP destab,3,-3,-3,5,-3,11,-5,-1
IMP-1 inh,-0.1,0.3,0.9,-3.1,-0.2,-3.2,-1.9,-3.5
IDE cell activ,0,4,-1,5,3,3,5,17
GPR7 antagonist,-4,-15,43*,-5,0,0,1,-12
PHOSPHO1 inh,14,24,.,-7,28,5,-14,32

41. O=C(CSc1ccccc1)Nc1ccncc1
42. Cc1nc2c(s1)sc1ccccc12
43. COc1ccc(C(=O)n2nc(C)cc2C)cc1OC
44. Cc1ccc(C(=O)OC2CCCN(C)C2)cc1 (stereo not drawn)
45. C=CCOC(=O)C1=C(C)NC(=O)NC1c1ccc2c(c1)OCO2 (stereo not drawn)
46. COc1ccc(CC(=O)N2CCc3cc(OC)c(OC)cc3C2O)cc1OC (stereo not drawn)
47. CC(=O)c1ccc(N=Nc2ccc(N)cc2)cc1
48. CCOCCOC(=O)C1=C(C)NC2=C(C(=O)CC(c3cccs3)C2)C1c1ccsc1 (stereo not drawn)

screen / no.,41,42,43,44,45,46,47,48
IDE inh,8,4,1,2,3,3,2,1
NALP1 inh,12,-4,0,-2,4,15,16,-17
PfM18AAP inh,10,6,0,-4,4,4,-1,-12
VIM-2 inh,-4.0,-1.5,-1.8,-5.5,-2.3,-2.3,-2.6,-4.6
pCIP destab,-6,5,-5,-2,1,0,6,2
IMP-1 inh,-1.2,-4.9,-1.3,-3.4,-0.5,-2.2,-2.9,-3.4
IDE cell activ,-2,1,0,1,3,4,3,0
GPR7 antagonist,-7,-6,-6,-8,-24,-12,-6,0
PHOSPHO1 inh,18,-45,-70,45,19,15,.,-28

Random excerpt: four compounds from above, in no set order.
48. CCOCCOC(=O)C1=C(C)NC2=C(C(=O)CC(c3cccs3)C2)C1c1ccsc1 (stereo not drawn)
43. COc1ccc(C(=O)n2nc(C)cc2C)cc1OC
45. C=CCOC(=O)C1=C(C)NC(=O)NC1c1ccc2c(c1)OCO2 (stereo not drawn)
41. O=C(CSc1ccccc1)Nc1ccncc1

screen / no.,48,43,45,41
IDE inh,1,1,3,8
NALP1 inh,-17,0,4,12
PfM18AAP inh,-12,0,4,10
VIM-2 inh,-4.6,-1.8,-2.3,-4.0
pCIP destab,2,-5,1,-6
IMP-1 inh,-3.4,-1.3,-0.5,-1.2
IDE cell activ,0,0,3,-2
GPR7 antagonist,0,-6,-24,-7
PHOSPHO1 inh,-28,-70,19,18

Additional structures.
49. COc1ccc(Cn2c(C)c(C)c(C#N)c2NC(=O)Nc2cccc(Cl)c2)cc1
50. Cc1cc(C)c(C)c(S(=O)(=O)N2CCC(C(=O)Nc3ccc(S(=O)(=O)N4CCOCC4)cc3)CC2)c1C
51. CSc1ccccc1-c1nnc(-c2ccc(C)cc2)o1
52. CCOC(=O)C(C)NC(=O)Cn1ncc2c(=O)oc3ccc(C)cc3c21 (stereo not drawn)
53. CC(=O)c1cccc(NC(=O)C(C)N(C)CC(=O)Nc2ccc(Cl)cc2)c1 (stereo not drawn)
54. CN(C)C(=O)c1cn(-c2ccccc2)nc1-c1cccc([N+](=O)[O-])c1
55. CC(C)CC(=O)NS(=O)(=O)c1ccc(N)cc1
56. O=C(Nc1ccc(F)cc1)c1cncs1

screen / no.,49,50,51,52,53,54,55,56
IDE inh,2,2,3,3,2,9,-2,2
NALP1 inh,-1,7,2,.,-10,0,-8,-2
PfM18AAP inh,8,1,-5,-12,-9,4,2,2
VIM-2 inh,-0.9,-1.8,2.1,-1.8,-0.2,-3.4,-3.5,-1.3
pCIP destab,-10,-28,-3,-5,-14,2,-12,-4
IMP-1 inh,-1.1,-2.2,0.7,-2.1,-1.7,-2.8,-3.7,-2.9
IDE cell activ,-5,4,5,7,7,-3,-2,3
GPR7 antagonist,-8,-10,0,2,3,-9,-15,-13
PHOSPHO1 inh,-4,-26,-22,19,19,39,-23,20

57. COc1ccc(NC(=O)Cn2nc(C(F)(F)F)c3c2CCCC3)cc1OC
58. COc1cc(/C=N/NC(=O)CCN2CCN(Cc3ccccc3)CC2)cc(OC)c1OC
59. CCN1c2cccc3cccc(c23)S1(=O)=O
60. Cn1c(=O)c(=O)n(C)c2cc(S(=O)(=O)N3CC(=O)N(CCc4ccccc4)C(=O)C3)ccc21
61. CC1CC(C)CN(CCCNC(=O)C2CCCN(c3ncnc4c3nc3n4CCCCC3)C2)C1 (stereo not drawn)

screen / no.,57,58,59,60,61
IDE inh,8,4,1,2,7
NALP1 inh,1,26,3,.,-11
PfM18AAP inh,-1,-7,-15,6,-5
VIM-2 inh,-2.4,2.3,-2.3,0.6,-0.8
pCIP destab,-7,5,2,-5,5
IMP-1 inh,-7.5,0.5,0.1,-0.3,-6.0
IDE cell activ,-2,-1,6,5,-1
GPR7 antagonist,-11,2,-4,23*,28*
PHOSPHO1 inh,-4,5,3,47,-16
